FLuc act counter – FLuc activators, initial screening, artefact control for FLuc-dependent activation tests, biochemical, ATPlite luminescence; ATPlite luciferase biochemical, 10 min; 0 = ATP-free wells, 1 = DMSO control; 200,000 tested, under 10 active; Luciferin 4-monooxygenase (Photinus pyralis), P08659; activation factor at 10 µM;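 active = luciferase activation factor, scaled between plate controls, of at least 2 with compound at 10 µM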
Target sequence (P08659 whole entry, looked up): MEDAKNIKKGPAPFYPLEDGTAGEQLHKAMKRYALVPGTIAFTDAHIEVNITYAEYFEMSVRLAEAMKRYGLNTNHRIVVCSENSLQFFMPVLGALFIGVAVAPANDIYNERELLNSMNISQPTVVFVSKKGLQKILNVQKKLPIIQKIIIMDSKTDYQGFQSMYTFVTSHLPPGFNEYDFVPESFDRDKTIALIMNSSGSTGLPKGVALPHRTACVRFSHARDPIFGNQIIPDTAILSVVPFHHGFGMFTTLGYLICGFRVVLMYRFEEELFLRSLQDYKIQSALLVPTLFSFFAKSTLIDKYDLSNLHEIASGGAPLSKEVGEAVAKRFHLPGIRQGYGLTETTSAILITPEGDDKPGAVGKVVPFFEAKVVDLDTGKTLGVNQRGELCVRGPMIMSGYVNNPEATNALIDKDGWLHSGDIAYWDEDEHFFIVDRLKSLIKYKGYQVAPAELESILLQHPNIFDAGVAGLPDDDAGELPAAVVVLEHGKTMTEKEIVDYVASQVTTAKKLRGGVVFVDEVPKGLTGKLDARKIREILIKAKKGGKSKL
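System: luciferase plus luciferin reagent, cell-free; medium: PBS as buffer for the ATP substrate; dosing: test compounds dosed from 2 mM stocks in 100% DMSO; timing: 10 min post-reagent at room temperature; measured by: luminescence measurement of luciferase light output; evaluation: luciferase activation, seen as luminescence increase over controls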
APP 5'UTR act – activators of APP 5'UTR luciferase reporter, primary screen, SH-SY5Y cells. activation, % at 2 µM. 1% of 190,000 active. SH-SY5Y APP 5'UTR luciferase reporter, luminescence; zero percent = DMSO vehicle wells;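 active = activation above a set limit, based on mean plus 3 SD of controls, cut at about 140% in these data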; also: values of inactives mirror those of a sister screen read the other way
PMI act hi M6P – human PMI activators, high substrate, primary screen, biochemical, fluorescence intensity, near-saturating mannose 6-phosphate; Mannose-6-phosphate isomerase (Homo sapiens), P34949; coupled PMI enzyme assay, resazurin fluorescence, 20 min; active compounds read high; 1 = untreated enzyme, 0 = substrate-free blank; activation factor at 20 µM; 0.34% of 190,000 active;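 active = activation factor of 2 or more at 20 µM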
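Material: human phosphomannose isomerase with PGI, G6PDH, diaphorase coupling enzymes; amount: PMI at 15 ng/mL final; also added: Mannose-6-phosphate 1.0 mM (near-saturating) plus 0.22 mM NADP+; incubation: enzyme reaction with compound 20 min at room temperature; signal: resorufin fluorescence (Ex 544/Em 590 nm) from resazurin via diaphorase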
NF-kB neuron act – activators of NF-kB expression in neurons, primary screen, cell-based, HTS; human neuronal cells, NF-kB reporter expression; active compounds read high; fold change at 12.5 µM; 1.6% of 190,000 active; in the data active = fold change above about 3.3
bIAP act – bovine intestinal alkaline phosphatase activators, primary screen, biochemical, bovine IAP, CDP-star luminescence; purified bovine IAP, 30 min; active compounds read high; fold of DMSO-control signal, blank-subtracted; activation factor at 20 µM; 0.17% of 200,000 active; AID 1016, 2008;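 active = activation factor of 2 or more at 20 µM, a signal rise over negative controls twice the positive control's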
TNAP act hi DEA – TNAP activators at high phosphate acceptor level, primary screen, biochemical, luminescence, uHTS | 200,000 tested, under 10 active | purified TNAP, CDP-star luminescence, 1 M DEA, 30 min; active compounds read high; 0 = EDTA background, 1 = DMSO-only activity | Alkaline phosphatase, tissue-nonspecific isozyme (Homo sapiens), P05186 | activation factor at 20 µM;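 active = activation factor at least 2 at 20 µM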
Target sequence (P05186 whole entry, looked up): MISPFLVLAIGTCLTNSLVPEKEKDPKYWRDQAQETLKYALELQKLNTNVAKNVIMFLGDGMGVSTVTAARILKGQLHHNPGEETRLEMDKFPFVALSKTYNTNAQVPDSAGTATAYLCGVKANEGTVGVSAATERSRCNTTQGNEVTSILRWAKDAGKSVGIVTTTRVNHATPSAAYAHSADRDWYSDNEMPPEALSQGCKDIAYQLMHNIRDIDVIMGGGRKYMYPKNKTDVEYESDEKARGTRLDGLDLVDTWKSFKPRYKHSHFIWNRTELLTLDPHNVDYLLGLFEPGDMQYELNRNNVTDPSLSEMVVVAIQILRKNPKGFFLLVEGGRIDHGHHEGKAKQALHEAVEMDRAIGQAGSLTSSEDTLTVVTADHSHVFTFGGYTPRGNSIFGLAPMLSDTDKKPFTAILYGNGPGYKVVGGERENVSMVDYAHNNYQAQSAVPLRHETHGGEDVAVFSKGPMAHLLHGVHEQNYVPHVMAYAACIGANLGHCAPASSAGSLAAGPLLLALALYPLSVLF
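Test system – human TNAP · Doses – 20 µM single point · Incubation – 30 min, room temperature · Signal – luminescent substrate turnover signal · Read-out basis – activation factor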
PMI activator – activators of human PMI, primary screen, biochemical, fluorescence intensity, near-Km mannose 6-phosphate | Mannose-6-phosphate isomerase (Homo sapiens), P34949 | purified human PMI, coupled resazurin fluorescence, 20 min; active compounds read high; 1 = vehicle control, 0 substrate-free wells | activation factor at 20 µM | 0.005% of 190,000 active;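 active = activation factor of 2 or more at 20 µM, relative to plate controls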
FLuc inh counter – firefly luciferase enzyme inhibitors, primary screen, artefact control for luciferase-based inhibitor screens, biochemical, luminescence, ATPLite. Luciferin 4-monooxygenase (Photinus pyralis), P08659. inhibition, % at 10 µM. 10 min. 1.5% of 200,000 active;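 active = inhibition above about 50% when tested at 10 µM, limit read from the data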
TNAP inh hiacc – human TNAP enzyme inhibitors, primary screen, biochemical, luminescent, high phosphate acceptor level, uHTS; Alkaline phosphatase, tissue-nonspecific isozyme (Homo sapiens), P05186; AID 1135, 2008; purified TNAP, CDP-star luminescence, 1 M DEA; inhibition, % at 20 µM; 0.03% of 200,000 active;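 active = over 50% inhibition of tissue-nonspecific alkaline phosphatase at 20 µM in the single-dose screen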;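 also: plate controls were DMSO wells for no effect and EDTA-quenched wells as full inhibition for full effect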
TNAP inh noacc – human TNAP enzyme inhibitors, primary screen, biochemical, luminescent, no phosphate acceptor, uHTS; 0.26% of 200,000 active; AID 1012, 2008; inhibition, % at 20 µM; purified TNAP, CDP-star luminescence, 30 min;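 active = tissue-nonspecific alkaline phosphatase inhibition above about 50% at 20 µM in the single-dose screen, limit read from the data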;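 also: 0% = DMSO negative control and 100% = EDTA positive control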
An asterisk follows results filed as active; . = no result given.

SMILES	FLuc act counter	APP 5'UTR act	PMI act hi M6P	NF-kB neuron act	bIAP act	TNAP act hi DEA	PMI activator	FLuc inh counter	TNAP inh hiacc	TNAP inh noacc
Cc1ccc(NC(=O)CC2C(=O)NC3CCCCC3N2C(=O)c2ccc(F)cc2)cc1C (configuration not stated)	1	-3	1.1	0.76	1.2	1.1	1	0	-7	-4
CC(OCc1ccccc1)C(NC(=O)OC(C)(C)C)C(=O)NCC1CCCO1 (configuration not stated)	1	-11	0.9	0.97	1	1	0.9	0	0	-6
COc1ccc(-n2c(COc3cccc4cccnc34)nnc2SCC(=O)O)cc1	1	1	0.9	1.2	0.9	1.1	0.9	-2	-6	-5
Cc1cc(C)c(C#N)c(N2CCCC(C(N)=O)C2)n1 (configuration not stated)	1.1	5	1.1	0.98	0.9	1.1	1	-6	-6	-13
NC1(N)OC(CN2C(=O)c3ccccc3C2=O)CS1 (configuration not stated)	1	-9	1	0.87	0.9	1	0.9	-2	0	-1
CC(NC(=O)c1ccco1)C(c1cccs1)N1CCN(c2ccccc2)CC1 (configuration not stated)	1	10	0.8	0.93	0.9	1	0.8	-4	-3	-9
CCOC(=O)C1=C(c2ccccc2)Nc2ncnn2C1c1cc(OC)cc(OC)c1OC (configuration not stated)	1.1	-4	1	1.1	1	1.1	1	-6	-7	5
CC(C)CNC(=S)NNC(=O)CC(C)O (configuration not stated)	1.1	6	1.1	0.98	1.2	1.1	1.1	-10	-6	-56
Cc1onc(-c2ccccc2)c1C(=O)N1CCC(C)CC1	1.1	-12	1.1	0.91	0.9	1	1.1	-8	-4	-14
CCOc1ccc(NC(=O)C2=C(C)NC(=S)NC2c2ccc(O)c(OC)c2)cc1 (configuration not stated)	1.1	4	1	1.1	1	1	1	-8	-3	-4
CC(NC(=O)NCC1CCCO1)(C(F)(F)F)C(F)(F)F (configuration not stated)	1.1	-6	0.8	1.1	0.9	1.1	0.9	-8	-7	-15
C/C(=N\NC(=O)c1ccccn1)C12CC3CC(CC(C3)C1)C2	0.9	86	1	1.8	1	1.1	1.1	14	-9	6
COc1ccccc1N(C(=O)CNS(=O)(=O)c1ccccc1)C(C(=O)NCc1ccco1)C(C)C (configuration not stated)	1	2	1	1.1	1.1	1.1	1.1	-4	-7	-10
Cc1ccc2c(c1)c(=O)c1c3n2CCN(C(=O)CCl)C3CC1 (configuration not stated)	1	-36	1.8	0.81	0.9	1	1.4	2	-3	8
CC1(C(=O)N(CC(=O)NC2CCCC2)C2CCCC2)CC(=O)N=C2C=CC=CN21 (configuration not stated)	1.1	16	1	1.2	1	1.1	1.1	-7	-7	-2
COc1ccc(C2=NOC(CNC(N)=S)C2)cc1 (configuration not stated)	0.8	115	1	4.3*	0.9	1.1	1	20	-7	-7
Cn1c(=O)cc(OCCCC(=O)Nc2ccccn2)c2ccccc21	1.1	3	1.1	1.5	1	1.1	1	-7	-6	-14
COc1ccc(CC(=O)Nc2cccc(C(=O)O)c2C)cc1	1	0	1.2	1.6	0.9	1	1	1	0	-5
CC(C)c1ccc(-c2nn[nH]n2)cc1	0.4	3	1.1	1.8	0.9	1.1	1.1	57*	-5	-13
Cc1cc(OCC(F)(F)C(F)(F)C(F)(F)C(F)(F)C(F)(F)C(F)F)nc(N)n1	1.1	9	0.8	1.2	1	1	0.8	-8	-2	6
CCOc1ccc(CCNC(=O)c2cccc(C#N)c2)cc1OCC	1	-3	1	1.1	1.4	1	1	1	-1	3
CSc1nc(Cl)cc(N(CCO)CCO)n1	1	8	1.1	0.97	1.1	1	1.1	-3	-1	-8
CCn1ncc(/C=N/NS(=O)(=O)c2ccc(Cl)cc2)c1C	1	-12	0.9	1.1	1	1	0.9	0	1	-5
O=c1c2c([N+](=O)[O-])cc([N+](=O)[O-])cc2sn1-c1ccc(Br)cc1	0.8	-13	0	1.3	0.9	1	-0.1	16	4	8
O=C(CCCNC(=O)/C(=C\c1ccc(F)cc1)NC(=O)c1ccccc1)OCc1ccccc1	1.1	-4	1	0.86	1	1.1	0.9	-6	-5	-8

Brought forward from above: six entries; new compounds follow.
SMILES	FLuc act counter	APP 5'UTR act	PMI act hi M6P	NF-kB neuron act	bIAP act	TNAP act hi DEA	PMI activator	FLuc inh counter	TNAP inh hiacc	TNAP inh noacc
Cc1cc(OCC(F)(F)C(F)(F)C(F)(F)C(F)(F)C(F)(F)C(F)F)nc(N)n1	1.1	9	0.8	1.2	1	1	0.8	-8	-2	6
CCOc1ccc(CCNC(=O)c2cccc(C#N)c2)cc1OCC	1	-3	1	1.1	1.4	1	1	1	-1	3
CSc1nc(Cl)cc(N(CCO)CCO)n1	1	8	1.1	0.97	1.1	1	1.1	-3	-1	-8
CCn1ncc(/C=N/NS(=O)(=O)c2ccc(Cl)cc2)c1C	1	-12	0.9	1.1	1	1	0.9	0	1	-5
O=c1c2c([N+](=O)[O-])cc([N+](=O)[O-])cc2sn1-c1ccc(Br)cc1	0.8	-13	0	1.3	0.9	1	-0.1	16	4	8
O=C(CCCNC(=O)/C(=C\c1ccc(F)cc1)NC(=O)c1ccccc1)OCc1ccccc1	1.1	-4	1	0.86	1	1.1	0.9	-6	-5	-8
COc1cc(NC(=O)/C=C/c2ccccc2[N+](=O)[O-])cc(OC)c1	1	8	0.8	1	0.9	1	0.8	-1	-2	-2
Cn1c(=O)cc(SCC(=O)NCCCN2CCN(c3ccccc3F)CC2)c2ccccc21	1	6	1	0.92	1	1.1	1	-3	-7	-6
CC1CC(C)CN(C(=O)CSc2nnc(-c3ccc(F)cc3)o2)C1 (configuration not stated)	1.1	11	1	1.2	1	1	1	-6	-5	-19
O=C(CS(=O)c1ccccc1[N+](=O)[O-])Oc1ccc(Br)cc1 (configuration not stated)	1.1	10	0.9	1.2	1.2	1.1	0.9	-6	-6	-9
CCOc1ccc2[nH]c(=O)c(CN(Cc3ccco3)C(=O)c3ccc(Br)cc3)cc2c1	1	9	0.9	0.98	1	1.1	1.1	-2	-7	-9
Cc1cc(=O)oc2cc(OCC(=O)OCC(=O)Nc3c(C)n(C)n(-c4ccccc4)c3=O)ccc12	1	13	1.1	1.1	1	1	1.1	-3	-5	-15
COc1ccc2oc(=O)c(-c3ccccc3C(=O)N3CCOCC3)cc2c1	1	-2	0.8	0.95	1	1	1	-3	4	-10
Cc1c(C#N)c(NC(=O)c2ccccc2)n(Cc2ccccc2)c1C	1.1	-9	0.8	1	0.8	1.1	0.9	-8	-8	-3
CCOC(=O)c1c(C)sc2c1N(C(=O)CCl)c1cc(Cl)ccc1S2	1.1	2	1.1	0.19	1	1	1.1	-6	-1	5
CC1(Cc2ccc3c(c2)OCO3)NC(=O)NC1=O (configuration not stated)	0.9	13	1.1	0.94	1	1	1.1	6	1	4
CCOC(=O)CSc1nc2c(sc(=S)n2-c2ccccc2)c(=O)[nH]1	1	7	1.1	1	1	1	1.1	-4	0	3
O=[N+]([O-])c1ccc(N2CCN(S(=O)(=O)c3ccccc3)CC2)c2cccnc12	1.1	15	0.5	0.85	1	1	0.8	-6	-3	-4
Cc1cccc(-n2nnc3c(=O)n(Cc4ccccn4)cnc32)c1	1	3	0.8	1.1	0.9	1	0.9	3	-3	-7
O=C(O)CCn1cc(/C=C2/NC(=S)N(c3ccccc3)C2=O)c(-c2ccccc2)n1	1	-1	1.1	1	0.9	1	1	-5	2	-13
CCOC(=O)N1CCN(C(=O)CSCC(=O)Nc2nc(-c3cccs3)cs2)CC1	1	5	1.1	1	0.9	1	1	-3	-3	-10
COc1ccccc1OCCNC(=O)c1cc(F)c(F)cc1Cl	1	25	0.9	1.6	1	1	0.8	1	-3	-22
COc1cccc(CNn2cnnc2)c1OCc1ccccc1F	1.1	7	1	1.1	1	1	0.9	-8	-3	-10
Cc1cc(C)c2c(N)c3cccc(C)c3nc2n1	1.1	-27	0.9	0.97	0.9	1	1	-6	-4	-13
Cc1ccc(Cn2c(SCCN3CCOCC3)nc3c2c(=O)n(C)c(=O)n3C)cc1	1.1	7	1	0.76	1.1	1.1	1	-6	-10	-14
Cc1cc(C)c(OCCN2CC(C)OC(C)C2)c(Br)c1 (configuration not stated)	1.1	3	0.9	1.6	1	1.1	0.9	-5	-6	-12
CCSc1nnc(NC(=O)C(CC)Oc2ccccc2)s1 (configuration not stated)	1	26	1.1	1.8	0.9	1.1	1	3	-5	5
CCN(CC)c1ccc(/C=C2/C(=O)N(c3ccc([N+](=O)[O-])cc3)N=C2N2CCOCC2)cc1	1.1	4	0.9	1.2	0.8	1	0.9	-8	4	7
O=C(CSC1=N/C(=C/c2ccc(Cl)c(Cl)c2)C(=O)N1c1ccccc1F)NC1CC1	1.1	.	1	0.96	1	1	1	-9	-4	-8
COc1ccc(C(C)=O)c(OC(=O)c2ccco2)c1	1	-3	0.8	0.98	1	1	0.9	2	-2	-4
Cc1ccc(OCC(=O)NNC(=O)c2cc(C)[nH]n2)cc1	1.1	7	1	1	1	1	1	-11	0	-124
COC(=O)c1sc(NC(=S)NC(=O)c2ccccc2C)nc1C	0.5	7	1	1.2	1	1.1	0.9	45	-7	-1
CC(=O)c1cccc(NC(=O)C2CCCN(S(=O)(=O)c3ccccc3)C2)c1 (configuration not stated)	1	-5	1	0.98	0.9	1	0.9	-4	-5	-13
O=C1c2cccc3cccc(c23)C(=O)N1CCCN1CCN(c2ccc(F)cc2)CC1	1.1	-10	1	1	1	1	1	-10	-5	6

An excerpt of these results, with two lines to a compound.
Below each compound: FLuc act counter	APP 5'UTR act	PMI act hi M6P	NF-kB neuron act	bIAP act	TNAP act hi DEA	PMI activator	FLuc inh counter	TNAP inh hiacc	TNAP inh noacc
> COc1cc(NC(=O)/C=C/c2ccccc2[N+](=O)[O-])cc(OC)c1
  1	8	0.8	1	0.9	1	0.8	-1	-2	-2
> CCOC(=O)CSc1nc2c(sc(=S)n2-c2ccccc2)c(=O)[nH]1
  1	7	1.1	1	1	1	1.1	-4	0	3
> CC(=O)c1cccc(NC(=O)C2CCCN(S(=O)(=O)c3ccccc3)C2)c1 (configuration not stated)
  1	-5	1	0.98	0.9	1	0.9	-4	-5	-13
> Cc1ccc(OCC(=O)NNC(=O)c2cc(C)[nH]n2)cc1
  1.1	7	1	1	1	1	1	-11	0	-124
> CC1(Cc2ccc3c(c2)OCO3)NC(=O)NC1=O (configuration not stated)
  0.9	13	1.1	0.94	1	1	1.1	6	1	4
> Cn1c(=O)cc(SCC(=O)NCCCN2CCN(c3ccccc3F)CC2)c2ccccc21
  1	6	1	0.92	1	1.1	1	-3	-7	-6
